Bioassay records: PubChem, National Center for Advancing Translational Sciences (NCATS)
Pf Dd2 growth – qHTS Primary assay for Inhibitors of Plasmodium falciparum Dd2 growth in vitro; P. falciparum Dd2 growth, SYBR Green, 72 h; Potency, µM (doses to about 28.9 µM), for inactives: at the top dose activity, negative = inhibition, usual class: inhibitors; 120,000 tested, 4.3% active; AID 1347417, 2020; active = well fitted inhibition curve with a large enough effect; inconclusive = small, poorly fitted or top-dose-only effect; inactive = no such curve, though single readings can be large or run the other way;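 also: plate controls were DMSO vehicle for no effect and reference drug for full effect; nearly all actives have a fitted effect of over 65% in size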
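Infected erythrocytes (Dd2, 0.3% parasitemia, 2.5% hematocrit final) are added to compound in RPMI-1640/Albumax II medium, grown 72 h at 37C in low oxygen, then lysed with saponin/Triton-X containing SYBR Green and read by fluorescence.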
The depositor's hits bear a star; i = inactive; u = inconclusive; ! = not active in a repeat; [ ] = another dose, or the depositor's remark. Potency is read from the fitted curve at half-maximal effect. This is a subset. The share of hits here may be higher or lower than overall.

SMILES	Pf Dd2 growth
COCc1nc(-c2ccc(NC(=O)Cn3nc4c(cc3=O)CCCC4)cc2)n[nH]1	-7%
CCOc1ccc(CNC(=O)C2c3ccccc3CC(=O)N2CC)cc1 (stereo unspecified)	-11%
Cn1nccc1C(=O)N1CCC(Oc2cccnc2)C1 (stereo unspecified)	41%[activator]
CCc1noc(-c2ccn3c(CNC(=O)Cc4cccc(F)c4)nnc3c2)n1	u
Cc1ccc2nc(C3CCCN(CC4CCCC4)C3)[nH]c(=O)c2c1 (stereo unspecified)	8.9µM*!
Cc1cccc(NC(=O)CSc2nc(=O)n(CCN3CCOCC3)c3c2CCC3)c1C	8%
c1cncc(-c2nnc([C@H]3CCN(Cc4c[nH]c5ccccc45)C3)o2)c1	i
CC(C)NC(=O)c1ccc(Cn2c(SCc3ccc(F)cc3)nc3cccnc32)cc1	-7%
COc1ccc(C(=O)N2CCOCC3(C2)CN(c2nccs2)C3)cc1OC	i
O=C(c1ccc(OC(F)(F)F)cc1)N1CC2CC(C1)[C@H]1CCCC(=O)N1C2 (stereo partly specified)	6%
CCc1nc(-c2ccc(C(=O)N3CCOCC3)cc2)n(-c2cccc(C)n2)n1	-7%
O=C1NCC2(CCN(C(=O)c3ccccc3F)CC2)Oc2ccccc21	-16%
O=C1NCCN2CC3(CCN(C(=O)Nc4ccc5c(c4)OCCO5)CC3)CC12 (stereo unspecified)	-28%
CN1C(=O)[C@@H]2C[C@@H](CN2Cc2ccc(OC(F)(F)F)cc2)Oc2ccccc21	u
O=C(NC1CCCN(c2cc(-c3ccc(F)cc3)[nH]n2)C1)c1ccc(Br)o1 (stereo unspecified)	i
O=C(NC[C@H]1OC[C@@H](NC2CCC2)[C@@H]1O)c1ccc(F)cc1	i
CSCC(=O)N1CCN2C(=O)c3cc(-c4ccccc4F)ccc3NC(=O)[C@H]2C1	i
COc1ccc(C(NC(=O)c2cccc(-n3cnnc3)n2)C2CC(O)C2)cn1 (stereo unspecified)	-12%
O=C(CC1CCCC1)N1CCC(Cc2nncn2Cc2ccccc2)C1 (stereo unspecified)	-16%
CC(CNC(=O)CN1C(=O)c2cccnc2Oc2ccc(Cl)cc21)c1ccccc1 (stereo unspecified)	i
COc1ccc(-c2noc(N3CCN(c4cccc(C)c4C)CC3)n2)cc1OC	i
COc1ccc(CN2C(=O)COC[C@H]2C(=O)NCc2cccc(OC)c2OC)cc1	i
CC(C)(C)C1CCc2c(sc3nc(-c4cc5cc(Br)ccc5oc4=O)[nH]c(=O)c23)C1 (stereo unspecified)	103%[activator]
CC(C)OCCCNC(=O)COc1ccc(NC(=O)C2CC2)cn1	61%[activator]
O=C(Cn1c(=O)n(Cc2ccc(C(=O)NCc3ccc4c(c3)OCO4)cc2)c(=O)c2ccccc21)Nc1ccc(F)cc1F	-12%
CCOC(=O)c1ccccc1NC(=O)CN(c1ccccc1)S(=O)(=O)c1ccc(OCC)cc1	i
COCc1cc(=O)n(CC(=O)Nc2cc(OC)c(OC)c(OC)c2)c(N2CCOCC2)n1	i
O=C(NCc1ccccc1)c1ccc2c(c1)CCN2S(=O)(=O)c1ccc(Cl)cc1	u
CC1(COCC2CC2)COc2ccc(C(=O)Nc3ccc4[nH]ccc4c3)cc2N1 (stereo unspecified)	i
O=c1[nH]c(C2CCCN(Cc3ccsc3)C2)nn1-c1ccc(Cl)cc1 (stereo unspecified)	u
Cc1ccc(-n2ncc(C(=O)NCCN3CCc4ccccc4C3)c2C2CCNCC2)cc1C	u
CC(C)Nc1ncc(C(=O)NC2CC(=O)N(Cc3cccc(F)c3)C2)cn1 (stereo unspecified)	-9%
CCOc1ccc(NCc2cccn2-c2nnc(N3CCC(C(=O)NCc4ccccc4Cl)CC3)s2)cc1	i
CCOC(=O)c1cc2c(=O)n3ccccc3nc2n(CC2CCCO2)c1=NC(=O)c1ccc(C(C)(C)C)cc1 (stereo unspecified)	i
COc1ccc(N2CC3CCC(C2)N3Cc2cccc(-c3ccsc3)c2)cc1	1%
CCCn1c2ccccc2c2cnn(CC(=O)NCC3CCN(Cc4ccc(F)cc4)CC3)c(=O)c21	i
O=C1CCCCC(C(=O)O)N1 (stereo unspecified)	9%
CC(C)(Oc1ccc(Cl)cc1)C(=O)Nc1cccc(-c2cn3cccnc3n2)c1	11µM*
CCn1nc(C)c(-c2cc(C(=O)NCCc3noc(-c4ccccc4)n3)no2)c1C	u
COC(=O)CC1Oc2ccc(C)cc2-n2cc(-c3ccc(C)cc3)nc21 (stereo unspecified)	i
CC(C)CNC1(Cc2cc(CN3CCOCC3)on2)COC1	25%[44.1 µM]
CCc1ccc(NC(=O)CSc2nc3ccccc3c(=O)n2CCNC(C)=O)cc1	73%[activator]
Cc1ccsc1C(=O)N1CCC(N2C[C@H](O)C[C@H]2C(=O)NCc2cccnc2)CC1	6%
Cn1ccc(Nc2nccc3c(=O)cc(-c4ccccn4)oc23)n1	i
COC(=O)c1ccc(Cl)cc1NC(=O)N1CC(C)Oc2ccccc21 (stereo unspecified)	-25%
COCC(=O)N1CCC(O)(c2ccccc2)[C@H](N2CCCC2)C1 (stereo partly specified)	17%[5.79 µM]
CSc1ccc(CCNC(=O)Cn2ncc3c(=O)oc4ccc(C)cc4c32)cc1	-5%
CC(C)Cc1nn2c(=O)cc(COC(=O)c3ccccc3NC(=O)C3CCCCC3)nc2s1	i
COc1ccc(C(=O)N2CCC(c3nc4ccccc4s3)CC2)cc1Cl	94%[activator]
O=C1CCCN1C1CCN(S(=O)(=O)c2ccccc2)CC1	32%[activator][44.1 µM]

More results.
SMILES	Pf Dd2 growth
COc1cccc(CNC(=O)c2cc3c(=O)n(C)c4ccccc4c3n2C)c1	15%
CCOCC(=O)N1CCC2(CC1)NCCc1c2[nH]c2ccc(OC)cc12	-23%
CN1CCC2(Cc3ccccc3CN(C(=O)c3cccc(Cl)c3)C2)C1 (stereo unspecified)	u
O=C(Nc1ccc(I)cc1)c1cc(-c2ccc[nH]2)n[nH]1	-12%
NCCn1cc(C(=O)NCC(O)c2ccccc2C(F)(F)F)nn1 (stereo unspecified)	9%
COc1ccc(CNC(=O)Cn2c(-c3ccccc3)nc(C)c(CCO)c2=O)cc1	-17%
Cc1cc(OC(C)C(=O)Nc2c(C(=O)c3ccc(F)cc3)oc3ccccc23)ccc1Cl (stereo unspecified)	-19%
CNC(=O)Nc1ccc(C)n(CC(=O)NCc2ccccc2C)c1=O	-3%
Cc1ccc(-c2cc3c(=O)n(CCNC(=O)Cc4ccccc4Cl)ccn3n2)cc1C	u
Cc1ccsc1C(=O)N1CCc2nnc([C@@H]3C[C@@H](O)CN3C(C)C)n2CC1	-22%
Cc1ccc(NC(=O)N2CCC3(CC2)SCC(=O)N3Cc2ccco2)cc1Cl	i
CC(=O)N[C@H]1CN(S(=O)(=O)c2ccc(C)c(F)c2)C[C@@H]1C(C)C	4%
CCN1C(=O)c2ccccc2Sc2ccc(NC(=O)Nc3ccc(Br)c(C)c3)cc21	u
Cc1cc(N2CCCCC2)nc2ccc(NC(=O)/C=C/c3ccc(OC(C)C)cc3)cc12	10µM*
CCCS(=O)(=O)N1C[C@@H](Oc2ccccc2)C[C@@H]1C(=O)N1CCOCC1	5%
CC(C)CC(=O)N1CCC2(CC1)CC(C(=O)N1CCOCC1)N(C)C2 (stereo unspecified)	8%
CN(Cc1ccco1)C(=O)Cc1cccn1-c1ccc(F)cc1	u
COc1ccc(C)cc1NC(=O)Cn1c(=O)c(C(F)(F)F)nc2ccccc21	i
COc1ccc(C(=O)N2CCN(c3cc(C(F)(F)F)ncn3)CC2)cc1	38%[activator]
CCc1cccc2c(-c3ccccc3)nc(SCC(=O)Nc3ccccc3OC)nc12	u
Cn1nc(OC(C)(C)C(=O)NCCc2ccccc2)c2cc(CN3CCCC3)ccc21	-3%[44.1 µM]
O=C(Nc1ccc2ncnc(N3CCCCC3)c2c1)c1cccc(F)c1	-18%
O=C1COc2ccc(OCc3ccccc3)nc2CN1CCOc1ccccc1	u
O=C(c1ccc(Cl)s1)N1CCCC2(COc3ccccc3S(=O)(=O)N2)C1 (stereo unspecified)	8%
Cc1cccc(NC(=O)c2cc(-c3ccc[nH]3)n[nH]2)c1	-9%
COCCN1CC2(CCCN(C(=O)c3cc(-c4ccsc4)n[nH]3)C2)CCC1=O (stereo unspecified)	-18%
COCCn1ncc(N2CCCC(CC(=O)NCc3ccc(F)cc3)C2)cc1=O (stereo unspecified)	-5%
COc1ccccc1CCC(=O)N1c2ccccc2CC1c1nc(C2CC2)no1 (stereo unspecified)	i[5.79 µM]
O=S(=O)(c1cccnc1)N1CCC2(CC1)NCCc1c2[nH]c2ccccc12	u
Cn1nccc1C(=O)N1CCC2(CC1)OC(=O)N(Cc1ccccc1)C2(C)c1ccccc1 (stereo unspecified)	i
Cc1ccc2[nH]c(CSc3nnc(NC(=O)COc4ccccc4)s3)cc(=O)c2c1	-9%
O=C(NC1C[C@H]2CC[C@@H](C1)N2C(=O)C1CCCCC1)c1ccncc1 (stereo partly specified)	-3%
CC(=O)N1CCc2cc(S(=O)(=O)NC(CC(C)C)C(=O)NCCc3ccc(C)cc3)ccc21 (stereo unspecified)	i
Cc1cccc(NC(=O)CC2CCCCN(C)C2=O)c1 (stereo unspecified)	-19%
O=C(NC[C@H]1O[C@@H](CC(=O)N2CCN(c3ccccc3)CC2)[C@H](O)[C@@H]1O)c1ccccc1	-11%
O=C(Nc1cccc(C(F)(F)F)c1)N[C@H]1CO[C@H]2[C@@H]1OC[C@@H]2n1cc(-c2ccccc2)nn1	-12%
CC(C)OC(=O)c1ccc(NC(=O)Cn2nc3c(cc2=O)CCCCC3)cc1	-15%
Cc1noc([C@@H]2CN(Cc3ccc(Cl)cc3F)C[C@H]2CO)n1	u
O=C1c2cnc(-c3ccccc3)nc2OCCN1Cc1ccc(F)cc1F	i
Cc1nc2c(c(-c3ccc(O)cc3)n1)CN(Cc1ccc(OC(F)(F)F)cc1)CC2	-1%
CC(C)N1C[C@H](O)C[C@H]1c1nnc2n1CCN(C(=O)c1cnccn1)CC2	u
Cc1cccc(NC(=O)CSc2nc3c(oc4ccccc43)c(=O)n2-c2ccc(F)cc2)c1	i
Cc1cccc(CNC(=O)CS(=O)(=O)c2cccc3nsnc23)c1	6%
O=C1NC(=NC2CCCC2)C2(CCCN(Cc3ccccc3)C2)N1c1cc(F)cc(F)c1 (stereo unspecified)	-22%
Cc1noc([C@@H]2CC(F)(F)CN2C(=O)c2cc(C)on2)n1	31%[activator]
c1cc(-c2nnc([C@H]3CCN(CC4CC4)C3)o2)ccn1	-7%[44.1 µM]
COC(=O)C(NC(=O)N1CCC(c2cc(-c3cccc(OC)c3)n[nH]2)CC1)c1ccccc1 (stereo unspecified)	-25%
CCCCc1nn2c(=O)cc(COC(=O)Cc3ccccc3)nc2s1	40%[activator]
Cc1ccc(C)c(NC(=O)Cn2nc3c(cc2=O)CCCCC3)c1	-6%
CSc1nn(Cc2ccc(F)cc2)c(N)c1S(=O)(=O)c1ccc(Cl)cc1	u

Following part.
SMILES	Pf Dd2 growth
O=C(CSc1n[nH]c(-c2ccccc2Cl)n1)NCCCc1ccccc1	11%
CCOc1ccccc1N1CCN(Cc2ccc(=O)n(CC)c2)CC1	-7%
COc1ccc(-c2ccccc2NC(=O)C2CCCN2S(C)(=O)=O)cc1 (stereo unspecified)	-6%
O=C(c1ccc(F)cc1)n1nc(-c2ccccc2)nc1NCc1ccc(F)cc1	-14%
COc1ccc(-c2cc3nc4c(c(=O)n3[nH]2)CCN(C(=O)COc2ccccc2C)C4)cc1	-1%
Cc1ccc(NC(=O)Nc2ccc(C)n(CC(=O)N3CCC(C)CC3)c2=O)cc1	i
Cc1ccc(-c2nc(C(=O)NCc3cccc(C)c3)no2)cc1	54%[activator]
COc1ccc(-c2noc([C@H](C)O)c2C(=O)NC2CCC2)cc1	-14%[44.1 µM]
Cc1cc(C)cc(C(=O)N2CC(c3nnc(-c4ccncc4)o3)C3(CCOCC3)C2)c1 (stereo unspecified)	-28%
Cc1ccc(-c2noc(CN(C(=O)c3ccc(C(C)(C)C)cc3)C(C)C)n2)cc1	10%
O=C(Nc1ccc(F)cc1Cl)C1Cc2ccccc2N1C(=O)c1ccccc1 (stereo unspecified)	10%

Already shown: entries from further up.
SMILES	Pf Dd2 growth
Cc1noc([C@@H]2CC(F)(F)CN2C(=O)c2cc(C)on2)n1	31%[activator]
c1cc(-c2nnc([C@H]3CCN(CC4CC4)C3)o2)ccn1	-7%[44.1 µM]
COC(=O)C(NC(=O)N1CCC(c2cc(-c3cccc(OC)c3)n[nH]2)CC1)c1ccccc1 (stereo unspecified)	-25%
CCCCc1nn2c(=O)cc(COC(=O)Cc3ccccc3)nc2s1	40%[activator]
Cc1ccc(C)c(NC(=O)Cn2nc3c(cc2=O)CCCCC3)c1	-6%
CSc1nn(Cc2ccc(F)cc2)c(N)c1S(=O)(=O)c1ccc(Cl)cc1	u
O=C(CSc1n[nH]c(-c2ccccc2Cl)n1)NCCCc1ccccc1	11%
CCOc1ccccc1N1CCN(Cc2ccc(=O)n(CC)c2)CC1	-7%
COc1ccc(-c2ccccc2NC(=O)C2CCCN2S(C)(=O)=O)cc1 (stereo unspecified)	-6%
O=C(c1ccc(F)cc1)n1nc(-c2ccccc2)nc1NCc1ccc(F)cc1	-14%
COc1ccc(-c2cc3nc4c(c(=O)n3[nH]2)CCN(C(=O)COc2ccccc2C)C4)cc1	-1%
Cc1ccc(NC(=O)Nc2ccc(C)n(CC(=O)N3CCC(C)CC3)c2=O)cc1	i
Cc1ccc(-c2nc(C(=O)NCc3cccc(C)c3)no2)cc1	54%[activator]
COc1ccc(-c2noc([C@H](C)O)c2C(=O)NC2CCC2)cc1	-14%[44.1 µM]
Cc1cc(C)cc(C(=O)N2CC(c3nnc(-c4ccncc4)o3)C3(CCOCC3)C2)c1 (stereo unspecified)	-28%
